Screening results as filed in PubChem BioAssay.
Yp Topo-I inh = Y. pestis Topo-I inhibition via cleavage products. Y. pestis Topo-I cleavage product accumulation, plate reader. activity, % at 10 µM. 360,000 compounds, 0.064% hits; in the data active means activity above about 50%, passing the limit was not always enough; inconclusive means no clear call, values can overlap the other calls; further: inactives centre near 2
PrPC surface inh = cell surface PrPC inhibition, primary TR-FRET screen; TR-FRET read-out; inhibition, % at 13.8 µM; 370,000 compounds, 0.43% hits; AID 720596; in the data active means inhibition above about 24%; further: 0% = median of the test wells and 100% = reference compound wells
Vc quorum ag = induces V. cholerae light production without autoinducers | activation, % at 18.7 µM | AID 588436 | V. cholerae BH1578 lux reporter, luminescence, 6 h | 350,000 compounds, 0.16% hits; in the data active means activation mostly above about 9.7%, no sharp cut-off; inconclusive means no clear call, values can overlap the other calls; inactive means mostly below about 3.7%; further: not every result past the cut was called active; inactives centre near 0; reference of the scale not given here
TcdB inh = TcdB glycohydrolase inhibition; P18177; TcdB glycohydrolase enzymatic assay, plate reader; inhibition, % at 9.99 µM; 350,000 compounds, 0.24% hits; AID 652162; in the data active means inhibition above about 10%
SSB-PriA inh = K. pneumoniae PriA-SSBct interaction inhibition; AlphaScreen SSBct-PriA binding, biotinylated peptide; inhibition, % at 33 µM; 430,000 compounds, 0.6% hits; in the data active means inhibition mostly above about 37%, no sharp cut-off; inactive means mostly below about 20%;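 further: plate controls were negative control peptide for no effect and reference peptide for full effect; strong numbers were not always called active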
3CLpro inhibitor = SARS-CoV 3CLpro protease inhibition; recombinant SARS-CoV 3CLpro, quenched FRET peptide cleavage; inhibition, % at 6 µM; 290,000 compounds, 0.14% hits; in the data active means inhibition above about 12%
BoNT A protease = blocks Botulinum neurotoxin A light chain protease. multiplex microsphere protease substrate cleavage, flow cytometry. inhibition, % at 10 µM. 360,000 compounds, 0.17% hits. AID 588499; further: plate controls were buffer without enzyme for full effect and enzyme alone for no effect
Anthrax LF inh2 = anthrax lethal factor protease inhibition | P15917 | multiplex microsphere protease cleavage assay, LF | inhibition, % at 10 µM | 360,000 compounds, 0.12% hits; further: plate controls were buffer without enzyme for full effect and enzyme alone for no effect
PfHsp40 yeast = rescue of PfHsp40-mediated yeast toxicity | S. cerevisiae expressing PfHsp40, growth rescue, ATP luminescence | growth rescue, % at 12.5 µM | 340,000 compounds, 0.68% hits | AID 504582; in the data active means growth rescue above about 28%, passing the limit was not always enough; inconclusive means no clear call, values can overlap the other calls;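 further: yeast W303a lacking pdr1 and pdr3 grown in galactose medium; growth measured after three days at 30 °C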
Numbers without * were called inactive; i = inactive; u = inconclusive; x = not tested or not shown; & = joins results of further samples. Unless noted, no stated cut-off is given here; in the data, active means inhibition above about 30%; inconclusive means no clear call, values can overlap the other calls; inactive means below that.

entry	SMILES	Yp Topo-I inh	PrPC surface inh	Vc quorum ag	TcdB inh	SSB-PriA inh	3CLpro inhibitor	BoNT A protease	Anthrax LF inh2	PfHsp40 yeast
1	Oc1ccc(/C=N/N(c2ccccc2)c2ccccc2)cc1O	-19	-3	i	2.2	x	2	0.5	0	12
2	CNc1ccc(-c2ccccc2OC)cn1	2	7	-0.4	0.4	x	x	-0.6	-5	x
3	CSc1ccc(-c2sc(Nc3cccc4ccccc34)n[n+]2-c2ccccc2)cc1	-15	-6	-7.1	0.2	47*	4	-0.3	-6	1.8
4	CC(=O)c1cccc(NC(=O)C2Cc3c(-c4ccccc4Oc4ccccc4)ccnc3O2)c1 (stereo unspecified)	37	10	-0.7	0.1	x	x	-0.1	0	x
5	Cn1cc(SCC(=O)NC2CCCCC2)c2ccccc21	0	6	-0.5	4.7	1	0	-2.1	8	-0.6
6	COc1ccc(C(=O)NC(=S)NCc2ccccc2)cc1	24	2	-0.4	x	4	8	-1.6	6	5.5
7	COc1ccc(CNC(=O)CCn2nc(C)c3c(C)n(-c4ccccc4)nc3c2=O)c(OC)c1	-4	-1	-0.3	0.4	9	1	0.2	1	-0.1
8	Cc1onc(-c2c(F)cccc2Cl)c1C(O)c1ccc(F)cc1 (stereo unspecified)	0	1	-0.4	2.5	-5	2	-8.2	u	x
9	CCCCn1c(NCCC)nc2c1c(=O)[nH]c(=O)n2C	8	5	-6.3	x	4	-6	0.2	-1	2.4
10	O=C(O)CCc1ccc(-c2ccc(Cl)cc2)o1	0	2	1.2	x	-10	-5	0.1	2	-0.8
11	COc1ccc(C(=O)COC(=O)CCCn2c(=O)oc3ccccc32)cc1	9	4	0.7	x	-7	6	0.9	2	0.2
12	COc1ccccc1CNC(=O)CSc1ccc(C(=O)Nc2ccccc2OC)cc1[N+](=O)[O-]	5	5	-0.2	1.5	2	-3	-0.2	1	-0.5
13	CC(=O)Nc1ccc(S(=O)(=O)N(C2=NCC(C)S2)c2ccccc2)cc1 (stereo unspecified)	1	x	3.6	x	-4	0	1.7	1	-0.2
14	Cc1ccc(NC(=O)C(C)OC(=O)COc2cccc(C(F)(F)F)c2)cc1S(=O)(=O)N1CCOCC1 (stereo unspecified)	-3	-1	i	0.6	-4	x	-0.1	-7	-0.2
15	COc1cccc(CNC(=O)Cn2cc3c(n2)CCCC3)c1	2	-8	-0.3	0.2	-9	0	-0.5	0	-1.4

Seven of the compounds above, with values under each structure:
Value order – Yp Topo-I inh, PrPC surface inh, Vc quorum ag, TcdB inh, SSB-PriA inh, 3CLpro inhibitor, BoNT A protease, Anthrax LF inh2, PfHsp40 yeast
#9 CCCCn1c(NCCC)nc2c1c(=O)[nH]c(=O)n2C
    8, 5, -6.3, x, 4, -6, 0.2, -1, 2.4
#10 O=C(O)CCc1ccc(-c2ccc(Cl)cc2)o1
    0, 2, 1.2, x, -10, -5, 0.1, 2, -0.8
#11 COc1ccc(C(=O)COC(=O)CCCn2c(=O)oc3ccccc32)cc1
    9, 4, 0.7, x, -7, 6, 0.9, 2, 0.2
#12 COc1ccccc1CNC(=O)CSc1ccc(C(=O)Nc2ccccc2OC)cc1[N+](=O)[O-]
    5, 5, -0.2, 1.5, 2, -3, -0.2, 1, -0.5
#13 CC(=O)Nc1ccc(S(=O)(=O)N(C2=NCC(C)S2)c2ccccc2)cc1 (stereo unspecified)
    1, x, 3.6, x, -4, 0, 1.7, 1, -0.2
#14 Cc1ccc(NC(=O)C(C)OC(=O)COc2cccc(C(F)(F)F)c2)cc1S(=O)(=O)N1CCOCC1 (stereo unspecified)
    -3, -1, i, 0.6, -4, x, -0.1, -7, -0.2
#15 COc1cccc(CNC(=O)Cn2cc3c(n2)CCCC3)c1
    2, -8, -0.3, 0.2, -9, 0, -0.5, 0, -1.4

New compounds follow.
entry	SMILES	Yp Topo-I inh	PrPC surface inh	Vc quorum ag	TcdB inh	SSB-PriA inh	3CLpro inhibitor	BoNT A protease	Anthrax LF inh2	PfHsp40 yeast
16	COC(=O)c1cn(NC(=O)c2cccc(N(C)C)c2)c(=O)c2ccccc12	-1	0	-0.4	x	-12	1	-1.0	-9	-0.2
17	Cc1sc(NC(=O)CSc2nnnn2C(C)C)c(C#N)c1C	22	12	i	-1.0	-2	1	0.0	-13	-1.9
18	CC1(C)CC(=O)CC(=NCC(=O)O)C1	-2	-7	i	1.7	-3	-8	-0.9	-5	-0.9
19	COC(=O)c1nc2n(n1)C(c1cc(OC)ccc1OC)C(C(=O)OC1CCCCC1)=C(C)N2 (stereo unspecified)	-3	-6	-0.7	x	3	-2	0.1	3	-0.5
20	CN(C(=O)COc1ncnc2sccc12)c1ccccc1	2	-1	-0.2	x	-12	4	-0.2	-7	0.0
21	O=C(Nc1ccc(C(=O)O)cc1)/C(=C\c1ccco1)NC(=O)c1ccco1	-7	-14	-1.6	0.3	-15	-4	-2.0	11	-0.7
22	O/N=C1\CCC\C1=C/c1ccco1	5	-4	-0.5	x	x	-8	-0.7	-3	1.7
23	COC(=O)c1c(NC(=O)c2cccs2)sc2c1CCCC2	-5	6	i	x	-4	1	0.2	-4	1.9
24	CCCCN(CC)C(=O)c1ccc2c(c1)OCO2	1	-2	-0.2	x	-16	-1	-0.4	-1	-0.6
25	O=S(=O)(c1ccc(SCCOc2ccc(Br)cc2)nc1)N1CCCC1	49	-1	i	1.1	-9	x	2.1	-2	0.5
26	CCCc1nnc(NC(=O)Nc2ccccc2OC)s1	9	4	-0.5	x	15	7	1.0	6	-1.2
27	CCn1c(SCC(=O)Nc2ccc(S(=O)(=O)Nc3ccccn3)cc2)nnc1-c1ccncc1	3	-6	-0.7	x	-20	-2	0.3	0	-0.5
28	Cc1ccc(NC(=O)CN2C(=O)NC(C)(C3CC3)C2=O)c([N+](=O)[O-])c1 (stereo unspecified)	-5	-19	i	0.2	4	x	-129	-28	-0.8
29	COCCNC(=O)C1(C)CCCN(C(=O)COc2ccccc2)C1 (stereo unspecified)	4	3	-1.2	0.9	x	x	0.2	-7	x
30	OCCNc1ncnc2c1ncn2Cc1ccccc1	-3	-2	-0.2	x	-7	-1	0.0	-4	1.7
31	O=C(NN=Cc1cc(Cl)ccc1[N+](=O)[O-])c1cccc2ccccc12	-3	-1	i	1.4	2	x	0.0	-6	-0.2
32	COc1ccc(CNC(=O)c2ccc(N3CCC4(CC3)CC(c3ccc(Cl)cc3)=NO4)c(NC(=O)Cc3ccc(F)cc3)c2)cc1	23	5	-0.5	-0.4	-6	x	-1.0	-5	-1.1
33	COc1ccc(C(O)P(=O)(OCCC(C)C)c2ccc(N(C)C)cc2)cc1 (stereo unspecified)	17	6	i	0.7	12	0	0.2	-6	0.0
34	CCOC(=O)CSc1nnc(-c2ccc(Cl)cc2Cl)o1	0	-4	x	x	-33	2	0.0	10	-0.7
35	Cc1ccc(N(C(=O)CNC(=O)c2ccco2)C(C(=O)NC2CCCC2)c2cccnc2)cc1F (stereo unspecified)	-1	9	-0.3	-6.0	5	1	1.3	0	-0.4
36	CCOc1ccc2ncc(S(=O)(=O)c3ccc(C)cc3)c(N3CCC4(CC3)OCCO4)c2c1	11	10	-0.2	0.6	10	-2	3.3	2	-0.3
37	COc1cc(N)c2ncccc2c1SC	-6	-10	i	4.1	x	x	2.4	-9	x
38	CCc1ccc(/C=C2\SC(=S)N(CCCC(=O)Nc3nccs3)C2=O)cc1	-2	4	-0.4	x	-7	-2	-0.7	-4	-1.1
39	O=C1c2ccccc2NC(c2ccc3c(c2)OCO3)N1O (stereo unspecified)	0	5	i	x	1	-2	-0.3	0	5.0
40	CC1(c2ccccn2)Nc2ccccc2-c2nc3ccccc3n21 (stereo unspecified)	-2	-4	-0.2	x	-2	6	-1.2	-3	-0.7
41	CCc1n[nH]c(=S)n1/N=C/c1ccc(N(C)c2ccccc2)cc1	-14	0	0.2	1.0	x	2	-0.8	6	0.0
42	Cc1onc(CO)c1C(=O)Nc1nccs1	6	-4	3.5	1.0	-14	4	-1.4	-2	-0.7
43	Cc1nc(Nc2ccc(Cl)cc2)c2oc3ccccc3c2n1	-9	4	0.5	1.0	-12	1	0.5	-5	5.0
44	COc1ccc(S(=O)(=O)N(C)C[C@H]2Oc3c(NC(=O)Cc4ccccc4)cccc3C(=O)N([C@H](C)CO)C[C@@H]2C)cc1	22	-7	-1.2	-0.3	0	x	-0.2	-3	0.3
45	O=C(CSc1nnc2ccc(-c3cccnc3)nn12)Nc1ccc(F)cc1	-10	-17	-0.4	0.5	-5	x	x	x	-0.2
46	O=C(COC(=O)CCC(=O)c1ccc(Cl)cc1)NCCc1ccccc1	29	1	0.7	1.7	-4	2	0.7	1	-0.6
47	O=C(NC1CCCC1)c1cccnc1N1CCCCCC1	9	1	-3.6	-0.4	-6	1	-1.0	0	-0.5
48	O=C(CC(Nc1ccc(F)cc1)C(=O)O)c1ccccc1 (stereo unspecified)	9	-4	i	x	2	-4	-0.9	0	-0.3
49	CC(=O)OCCc1c(C)nc2nc[nH]n2c1=O	7	2	-5.9	x	3	2	-0.2	1	-2.2
50	Nc1nc2ccc(Cl)cc2cc1C(=O)NC1CC1	x	-3	x	0.5	x	x	0.7	2	x
51	CS(=O)(=O)Nc1cccc(NC(=O)c2cccc3c(-c4cccc(C(N)=O)c4)coc23)c1	17	6	i	1.0	x	x	-0.7	-4	x
52	Clc1ccc2c(c1)C(N1CCNCC1)Cc1ccccc1S2 (stereo unspecified)	-18	x	i	x	16	3	0.3	-1	1.2
53	Cc1ccc(NCC(=O)N/N=C/c2ccc(-c3cccc(C(F)(F)F)c3)o2)cc1	-14	-1	-0.3	x	x	-1	-0.5	-2	0.5
54	CC1(C(=O)O)CCCN1C(=O)c1cc2ccccc2s1 (stereo unspecified)	-1	0	-0.4	0.1	x	x	0.2	-8	x
55	O=C1CC(=O)Nc2cc(S(=O)(=O)Nc3cccc(C(F)(F)F)c3)ccc2N1	2	6	-2.1	0.2	-16	1	0.1	-2	1.0
56	COc1ccc(-c2nnc(NC(=O)C3CCCN3S(=O)(=O)c3cccs3)o2)cc1 (stereo unspecified)	1	4	i	-0.1	-7	x	1.8	-5	0.3
57	Cc1ccc(COc2coc(CN3CCN(C(=O)c4ccco4)CC3)cc2=O)cc1	13	0	i	-0.4	-10	x	0.9	-2	-0.9
58	CCCCC(=O)Nc1ccc2c(c1)C(=O)NC2=O	10	x	-0.3	x	-7&-11	-2	-0.3	-4	-0.6
59	COc1ccc2nc(NC(=O)CSc3nnc(C)n3N)sc2c1	-5	-3	i	0.7	6	-2	-0.1	-5	0.4
60	O=C(N/N=C/c1ccc([N+](=O)[O-])s1)c1ccccc1	2	-42	i	1.5	x	2	-1.4	-4	150*
61	COc1ccc(C(=O)Nc2ccc(Oc3nc(C)nc4sc(-c5ccccc5)cc34)cc2)cc1OC	5	4	i	x	-8	0	-0.3	-4	-0.6
62	Cc1ccc(S(=O)(=O)NC(C(=O)N2CCN(S(=O)(=O)c3cccc(F)c3)CC2)C(C)C)cc1 (stereo unspecified)	4	-3	i	2.5	-2	x	-6.0	u	2.9
63	Cc1c(OC(C)C(=O)N[C@H](C(=O)O)c2ccccc2)ccc2c3c(c(=O)oc12)CCCC3 (stereo partly specified)	5	9	-0.7	-15	-3	2	-0.2	-9	1.6
64	COc1ccc(CN2CCC(=O)N([C@H](CO)Cc3ccccc3)CC2)cc1OC	3	7	i	-1.5	1	-7	0.6	-1	-0.1
65	CC(C)Nc1nc(NC(C)C)nc(N(C)C#N)n1	7	0	i	x	-3	0	3.5	-9	-1.1
66	CN(C)C(CNC(=S)Nc1ccccc1Cl)c1cccnc1 (stereo unspecified)	1	-1	i	0.9	-10	-1	0.6	-2	-0.2
67	CC(=O)C(=Cc1cc(C)n(-c2ccccc2)c1C)C(C)=O	-8	5	i	-0.7	-3	1	0.5	1	-0.2
68	C/C(=N\Nc1cccc2cccnc12)c1ccc[nH]1	1	7	i	0.3	x	0	-1.3	-9	0.3

Only part of the results is shown; the hit share may differ from the screen's.
